SRC3 inh: inhibits human SRC3 coactivator | HEK293 GAL4-SRC3 luciferase reporter, luminescence | inhibition, % at 3.6 µM | 360,000 compounds, 0.17% hits | AID 588352;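 active = inhibition above a per-campaign cutoff, the mean of all compounds plus 3 SD, cut at about 60% in these data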;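 also: 0% = DMSO-treated cells and 100% = gossypol-treated cells at 36 µM; higher means less SRC3-driven luciferase light from the GAL4 reporter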
Target sequence (Q9Y6Q9 whole entry, looked up, the tested form may be a part): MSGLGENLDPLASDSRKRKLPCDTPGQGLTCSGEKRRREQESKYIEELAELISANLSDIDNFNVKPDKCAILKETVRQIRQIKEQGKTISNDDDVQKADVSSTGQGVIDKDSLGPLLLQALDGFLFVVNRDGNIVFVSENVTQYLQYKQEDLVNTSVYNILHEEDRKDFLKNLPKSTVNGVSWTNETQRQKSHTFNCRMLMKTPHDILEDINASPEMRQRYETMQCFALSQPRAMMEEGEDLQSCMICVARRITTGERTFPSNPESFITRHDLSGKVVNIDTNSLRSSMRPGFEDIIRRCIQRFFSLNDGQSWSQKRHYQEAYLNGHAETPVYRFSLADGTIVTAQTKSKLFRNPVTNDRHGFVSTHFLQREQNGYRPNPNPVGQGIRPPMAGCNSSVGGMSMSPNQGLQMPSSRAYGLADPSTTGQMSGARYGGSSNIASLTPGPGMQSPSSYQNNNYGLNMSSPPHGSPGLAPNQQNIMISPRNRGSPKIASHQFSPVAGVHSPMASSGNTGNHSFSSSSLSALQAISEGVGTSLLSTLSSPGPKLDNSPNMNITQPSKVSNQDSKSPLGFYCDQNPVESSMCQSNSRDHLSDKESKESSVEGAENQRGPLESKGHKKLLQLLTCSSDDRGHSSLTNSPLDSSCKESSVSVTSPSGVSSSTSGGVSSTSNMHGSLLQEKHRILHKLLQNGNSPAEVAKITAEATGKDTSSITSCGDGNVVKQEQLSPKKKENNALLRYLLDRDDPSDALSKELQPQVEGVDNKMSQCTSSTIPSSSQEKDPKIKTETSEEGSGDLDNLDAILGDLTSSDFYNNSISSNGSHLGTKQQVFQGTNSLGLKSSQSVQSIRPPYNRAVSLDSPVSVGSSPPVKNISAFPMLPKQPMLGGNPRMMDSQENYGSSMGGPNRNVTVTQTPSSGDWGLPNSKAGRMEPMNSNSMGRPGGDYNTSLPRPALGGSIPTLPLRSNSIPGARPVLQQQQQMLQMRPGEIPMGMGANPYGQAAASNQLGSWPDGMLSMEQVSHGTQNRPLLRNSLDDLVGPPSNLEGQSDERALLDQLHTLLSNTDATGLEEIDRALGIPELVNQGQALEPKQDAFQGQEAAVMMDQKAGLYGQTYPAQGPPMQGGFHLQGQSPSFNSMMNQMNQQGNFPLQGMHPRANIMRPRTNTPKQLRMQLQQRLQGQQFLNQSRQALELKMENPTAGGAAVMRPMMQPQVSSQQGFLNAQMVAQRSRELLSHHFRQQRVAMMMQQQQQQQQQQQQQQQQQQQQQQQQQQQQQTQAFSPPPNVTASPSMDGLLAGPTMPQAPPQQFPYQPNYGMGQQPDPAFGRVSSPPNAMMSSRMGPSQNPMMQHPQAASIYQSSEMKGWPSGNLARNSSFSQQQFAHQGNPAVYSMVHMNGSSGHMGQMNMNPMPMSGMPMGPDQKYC
SRC1 inh: inhibits human SRC1 coactivator. HEK293 GAL4-SRC1 luciferase reporter, luminescence. inhibition, % at 3.6 µM. 360,000 compounds, 0.12% hits. Q15788;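 active = inhibition above the campaign mean plus 3 SD, with each screening campaign given its own cutoff, cut at about 60% in these data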;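 also: 0% = DMSO treated cells and 100% = gossypol at 36 µM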
ABHD5 PLIN5 PPI: blocks binding of human ABHD5 to perilipin-5; AID 602281; 360,000 compounds, 0.78% hits; Q00G26+Q8WTS1; inhibition, % at 4 µM; Split G. princeps luciferase complementation, luminescence, 4 h;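 active = inhibition above the mean inhibition across every tested compound plus 3 SD, cut at about 22% in these data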;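 also: 0% = DMSO only wells and the 100% control is not disclosed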
NOD2 RIPK2 PPI: inhibitors of human NOD2-RIPK2 interaction. O43353. CHO BLA complementation NOD2-RIPK2, CCF4 ratio. inhibition, % at 4.98 µM. 360,000 compounds, 0.38% hits. AID 624267; in the data active = inhibition above about 21%;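 also: 0% = vehicle only and 100% = reference blocker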
NCOA2 inhibitor: inhibits human steroid receptor coactivator 2 | 370,000 compounds, 0.17% hits | inhibition, % at 9 µM | Q15596 | HEK293 GAL4-SRC2 luciferase reporter, luminescence;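 active = inhibition above the mean inhibition of all tested compounds plus 3 SD, set per campaign, cut at about 52% in these data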;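 also: 0% = DMSO treated cells and 100% = cells given Gossypol at 36 µM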
MC4R antag cAMP: human MC4R antagonism in cAMP assay. MC4R-expressing cells, MTII-stimulated cAMP, LANCE TR-FRET. inhibition, % at 6.5 µM. 360,000 compounds, 0.48% hits. AID 540295;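 active = inhibition above its plate's cutoff, the mean of tested wells on that plate plus 3 SD, cut at about 29% in these data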;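 also: 0% = Melanotan II alone and 100% = Melanotan II plus saturating MCL0020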
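System – human MC4R-expressing U2OS cells · Also added – Melanotan II · Dosing – one concentration, 6.5 µM nominal · Timing – 30-min compound, 1-h challenge, 1-h detection, room temperature · Measured by – Eu-cAMP/anti-cAMP TR-FRET, emission 671 nm · Replicates – singlicate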
LMP1 NFkB inh: Epstein-Barr LMP1 NF-kappaB reporter inhibition. inhibition, % at 12.5 µM. AID 504558. 350,000 compounds, 0.69% hits. LMP1-induced NF-kappaB luciferase reporter cells, luminescence; in the data active = inhibition above about 41%;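 also: 0% = neutral control wells and 100% = reference inhibitor control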
NR2F2 inh: inhibitors of human COUP-TFII (NR2F2); inhibition, % at 8.6 µM; 370,000 compounds, 0.7% hits; P24468; AID 686940; HEK293T NGFI-A luciferase reporter, luminescence;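 active = inhibition above a per-plate cutoff, mean inhibition of test wells between control levels plus 3 SD, cut at about 38% in these data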;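 also: cells cotransfected with COUP-TFII expression vector driving the NGFI-A reporter; 0% = median of COUP-TF2 test wells and 100% = reporter-only cells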
NR5A2 inv ag: suppresses constitutive activity of human LRH-1 | HEK293T StAR-luciferase reporter, LRH-1 transfected, 24 h | inhibition, % at 3.6 µM | 360,000 compounds, 0.13% hits | O00482 | AID 602396;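 active = inhibition above the mean inhibition of all tested compounds plus 3 SD, cut at about 73% in these data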;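 also: 0% = DMSO wells and 100% = reporter-only cells lacking LRH-1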
TLR9-MyD88 block: inhibitors of human TLR9-MyD88 binding. Q9NR96+Q99836. CHO BLA complementation TLR9-MyD88, CCF4 FRET ratio. inhibition, % at 4.98 µM. 340,000 compounds, 0.21% hits. AID 504734;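 active = inhibition above the mean over all tested compounds plus 3 SD, cut at about 21% in these data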;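 also: 0% = DMSO only wells and 100% = clavulanate BLA inhibitor control wells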
MC4R ag barr: human MC4R agonism via beta-arrestin. P32245. U2OS MC4R beta-arrestin complementation, luminescence; percent of melanotan II response, DMSO zero. activation, % at 8.9 µM. 360,000 compounds, 0.98% hits;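 active = activation above a per-plate cutoff, the mean activation of sample wells on that plate plus 3 SD, cut at about 8% in these data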
* marks the source's active call; other numbers are inactive results; x = not tested or not shown. These rows are one share of the data, so the mix of outcomes need not match the whole.

SMILES	SRC3 inh	SRC1 inh	ABHD5 PLIN5 PPI	NOD2 RIPK2 PPI	NCOA2 inhibitor	MC4R antag cAMP	LMP1 NFkB inh	NR2F2 inh	NR5A2 inv ag	TLR9-MyD88 block	MC4R ag barr
CCN(CC(=O)Nc1c(F)cccc1F)C(=O)c1ccc2c(=O)n3c(nc2c1)CCC3	3	4	-4	-7	-6	1	-1	-28	-3	-8	-4.5
CCN(CC1CCCO1)C(=O)CCc1nnc(Cc2ccc3c(c2)OCO3)o1 (stereo not given)	14	0	-1	0	-16	-3	-7	-17	6	-12	-2.1
Cc1cccc(NC(=O)CN2C(=O)N/C(=C/c3cc(C)n(C)c3C)C2=O)c1	11	14	6	2	9	11	9	-4	12	-6	-0.7
COc1cc(C=O)ccc1OCC(=O)N1CCOCC1	-8	-8	-2	2	-39	10	-7	-8	2	-6	-0.9
Cc1ccc(NS(=O)(=O)c2cccc(C(=O)NCC(c3ccco3)N3CCCCC3)c2)cc1 (stereo not given)	24	5	-1	5	7	1	-9	-6	-4	-2	-4.4
Cc1ccc(N(C(C)C(=O)N2CCOCC2)S(C)(=O)=O)cc1C (stereo not given)	-6	-2	-6	-8	-17	3	-5	8	1	-7	-1.6
Cc1ccc2nc(NC(=O)c3ccco3)sc2c1	-58	-78	3	-6	26	2	53*	25	-58	-5	-1.4
CCN(c1cccc(C)c1)S(=O)(=O)c1ccc(-n2cccn2)cc1	-12	-21	2	12	-1	10	-1	2	3	3	-3.3
C=CCNc1ncnc2ccccc12	6	-12	-5	-3	9	-5	4	19	-2	1	-2.1
COc1ccc(C)cc1NC(=O)C(OC(=O)CNC(=O)c1cccc(F)c1)c1ccccc1 (stereo not given)	21	-11	7	3	-12	6	-2	-4	-5	1	2.6
c1ccc(CN2CCN(Cc3cn4cccnc4n3)CC2)cc1	17	-8	1	-3	-35	1	-4	25	-4	-1	-1.4
COc1cc([N+](=O)[O-])ccc1NC(=O)NCc1ccccn1	13	-6	0	-8	-10	7	0	2	13	4	-3.1
COc1ccc(N(C2=NCCCS2)S(=O)(=O)c2ccc(C(C)(C)C)cc2)cc1	10	5	6	-1	1	-1	3	-2	13	5	0.1
COc1ccccc1/C=C/C=N/n1c(-c2ccc(Cl)cc2Cl)n[nH]c1=S	1	7	-6	-8	-2	0	0	9	-3	-1	4.4
O=C(Nc1ccc(N2CCCCC2)cc1)c1ccc2ccccc2n1	-33	-46	-1	4	-7	3	-28	-12	-28	-2	-0.9
COc1ccc(NC(=O)CN(C)C(=O)CCc2nc3cc(S(=O)(=O)N4CCOCC4)ccc3n2C)cc1	-6	-19	4	-3	-12	0	3	10	3	-13	-2.1
CCN(CC(=O)Nc1ccc(OC)cc1)CC(=O)N1CC(=O)Nc2ccccc21	3	-5	-5	10	-6	11	2	4	5	11	-2.7
CC(C)(C)OC(=O)C[C@@H]1C/C=C\C[C@H](CC(=O)NCCO)C(=O)N2CCC[C@@H]2COC1=O	6	0	-5	-2	18	3	4	-32	-6	-12	-1.9
Cc1cc(=O)[nH]c(SCC(=O)Nc2ccc3c(c2)CCC3)c1C#N	8	-11	-5	-3	19	-2	2	-12	-6	2	-0.4
O=C(O)c1cccc(COc2ccccc2Cl)c1	-47	-32	-6	-10	-20	9	74*	-10	-122	-10	1.4
O=c1oc(-c2ccco2)nc2sc3c(c12)CCCC3	2	-17	-1	-4	-5	11	9	-20	-2	7	-0.9
CCn1c(COc2ccc(OC)cc2)nnc1SCC(=O)Nc1cc(OC)ccc1OC	10	-20	6	-7	-4	3	-1	4	-5	-4	1.9
CCC(C)NC(=O)C1(C)CCC(=O)N1CCc1ccc(OC)c(OC)c1 (stereo not given)	17	4	-6	-2	-4	-9	-7	5	18	-11	1.2
CCCCNC(=O)CC1N=C2c3ccccc3N=C(SCC(=O)Nc3ccccc3OC)N2C1=O (stereo not given)	-10	-16	3	0	-39	9	20	7	12	-2	0.7
Nc1ncn(CC(=O)c2ccccc2)n1	10	4	3	-9	-33	1	-8	13	-16	9	-1.7

Part of the list above, reformatted:
Structure: Cc1ccc2nc(NC(=O)c3ccco3)sc2c1
- SRC3 inh = -58
- SRC1 inh = -78
- ABHD5 PLIN5 PPI = 3
- NOD2 RIPK2 PPI = -6
- NCOA2 inhibitor = 26
- MC4R antag cAMP = 2
- LMP1 NFkB inh = 53*
- NR2F2 inh = 25
- NR5A2 inv ag = -58
- TLR9-MyD88 block = -5
- MC4R ag barr = -1.4
Structure: COc1ccc(C)cc1NC(=O)C(OC(=O)CNC(=O)c1cccc(F)c1)c1ccccc1 (stereo not given)
- SRC3 inh = 21
- SRC1 inh = -11
- ABHD5 PLIN5 PPI = 7
- NOD2 RIPK2 PPI = 3
- NCOA2 inhibitor = -12
- MC4R antag cAMP = 6
- LMP1 NFkB inh = -2
- NR2F2 inh = -4
- NR5A2 inv ag = -5
- TLR9-MyD88 block = 1
- MC4R ag barr = 2.6
Structure: COc1ccccc1/C=C/C=N/n1c(-c2ccc(Cl)cc2Cl)n[nH]c1=S
- SRC3 inh = 1
- SRC1 inh = 7
- ABHD5 PLIN5 PPI = -6
- NOD2 RIPK2 PPI = -8
- NCOA2 inhibitor = -2
- MC4R antag cAMP = 0
- LMP1 NFkB inh = 0
- NR2F2 inh = 9
- NR5A2 inv ag = -3
- TLR9-MyD88 block = -1
- MC4R ag barr = 4.4
Structure: CCN(CC(=O)Nc1ccc(OC)cc1)CC(=O)N1CC(=O)Nc2ccccc21
- SRC3 inh = 3
- SRC1 inh = -5
- ABHD5 PLIN5 PPI = -5
- NOD2 RIPK2 PPI = 10
- NCOA2 inhibitor = -6
- MC4R antag cAMP = 11
- LMP1 NFkB inh = 2
- NR2F2 inh = 4
- NR5A2 inv ag = 5
- TLR9-MyD88 block = 11
- MC4R ag barr = -2.7

The main list resumes; the four compounds before the break are reprinted first.
SMILES	SRC3 inh	SRC1 inh	ABHD5 PLIN5 PPI	NOD2 RIPK2 PPI	NCOA2 inhibitor	MC4R antag cAMP	LMP1 NFkB inh	NR2F2 inh	NR5A2 inv ag	TLR9-MyD88 block	MC4R ag barr
CCn1c(COc2ccc(OC)cc2)nnc1SCC(=O)Nc1cc(OC)ccc1OC	10	-20	6	-7	-4	3	-1	4	-5	-4	1.9
CCC(C)NC(=O)C1(C)CCC(=O)N1CCc1ccc(OC)c(OC)c1 (stereo not given)	17	4	-6	-2	-4	-9	-7	5	18	-11	1.2
CCCCNC(=O)CC1N=C2c3ccccc3N=C(SCC(=O)Nc3ccccc3OC)N2C1=O (stereo not given)	-10	-16	3	0	-39	9	20	7	12	-2	0.7
Nc1ncn(CC(=O)c2ccccc2)n1	10	4	3	-9	-33	1	-8	13	-16	9	-1.7
Cc1cc(-c2ccco2)n(CC(=O)O)n1	16	-1	-2	7	22	0	-6	-3	22	3	0.0
COc1ccc2nc(-c3ccccc3)cc(OC)c2c1	-51	-38	-1	2	-16	5	-18	-51	-50	-8	4.0
CC1(C(=O)NCc2ccccc2Br)CCN1Cc1ccc2ccccc2c1 (stereo not given)	-1	-12	-5	9	-27	1	x	20	-30	x	-1.3
CC1=Nc2cc([N+](=O)[O-])ccc2NC(C)(C)C1	-73	-93	5	-10	-58	7	-6	-38	-109	-4	-0.5
COc1cccc(NC(=O)C2(C)CCN2C(=O)Cc2ccc(-c3ccccc3)cc2)c1 (stereo not given)	15	9	1	-7	-2	4	x	19	-5	x	-1.3
CCN(C(=O)CSc1nc2ccc([N+](=O)[O-])cc2s1)c1c(N)n(Cc2ccccc2)c(=O)[nH]c1=O	3	1	3	-2	9	7	1	0	5	3	-1.3
O=C1Nc2ccccc2S/C1=C/NCc1ccccc1Cl	-3	9	-7	-3	-25	5	-19	-5	-4	-6	0.4
O=C(NC12CC3CC(CC(C3)C1)C2)C1CC(=O)N(c2ccc(Br)cc2)C1 (stereo not given)	18	-33	6	0	x	6	8	x	4	-6	2.0
Cc1ccc(C(=O)/C=C/Nc2cccc([N+](=O)[O-])c2)o1	-76	-78	8	1	-37	3	-24	-56	-83	1	-3.1
O=S1(=O)N=C(N2CCCC2)c2ccccc21	-22	-4	0	3	1	8	-8	6	6	6	-0.5
O=C(COC(=O)Cc1ccc(S(=O)(=O)N2CCOCC2)s1)NCc1ccc(Cl)cc1	-3	-9	-1	-4	5	12	3	-3	4	-4	2.2
COc1ccc(Nc2nc(C)cc(C)c2C(N)=O)c(OC)c1	23	-8	9	0	-11	8	-5	14	7	-3	0.9
CC1CN(C2CCCCC2)c2nc3c(c(=O)[nH]c(=O)n3C)n2C1 (stereo not given)	18	8	10	-6	1	-2	-5	3	19	-9	0.8
O=C(NCC(=O)N1CCC(N2CCCCC2)CC1)C1CCCCC1	4	-13	-4	2	3	-9	-9	-17	-10	-2	-2.8
O=C(CN1CCc2ccccc21)NC(=O)NC1CCCCC1	3	-48	0	-6	26	0	0	9	7	-8	0.4
Cc1ccc(S(=O)(=O)N(C)c2ccc(NS(C)(=O)=O)cc2)cc1	16	-6	0	-3	4	7	1	7	9	-4	-1.2
O=C(COC(=O)c1nc(Cl)ccc1Cl)c1ccc(Cl)s1	8	13	-6	-16	-12	5	-1	3	-2	7	-2.1
COc1ccc(C(=O)OCC(=O)NCc2ccco2)cc1OC	5	-2	-1	-15	-16	3	2	-6	20	4	-2.5
COc1ccccc1NC(=O)Cn1nnc(C(=O)Nc2ccccc2)c1N	10	-5	1	-10	-6	17	2	-12	4	-1	0.7
NS(=O)(=O)c1ccc(CCNC(=O)COC(=O)/C=C/c2cc(Br)ccc2F)cc1	0	10	-5	-11	13	3	x	2	29	x	-0.5
OCc1cn(-c2ccccc2)nc1-c1cccnc1	6	5	4	-3	9	-1	-2	6	-1	6	-0.3
O=C(CC1c2ccccc2Oc2ccccc21)Nc1ccccc1F	14	0	2	-5	10	4	13	4	6	1	11*
CCC(=O)N1CCc2cc(OC)c(OC)cc2C1COc1ccc(C(=O)OC)cc1 (stereo not given)	8	2	2	-7	-12	3	-7	-2	-5	-2	-1.0
CCc1nc2ccc(C(=O)NC3CCN(Cc4ccccc4)CC3)cn2c1N(C)Cc1ccc(N(C)C)cc1	-1	5	17	4	-10	-2	x	-1	4	x	0.0

Some values from above.
NOD2 RIPK2 PPI, COc1ccc(Nc2nc(C)cc(C)c2C(N)=O)c(OC)c1 → 0
SRC3 inh, CCc1nc2ccc(C(=O)NC3CCN(Cc4ccccc4)CC3)cn2c1N(C)Cc1ccc(N(C)C)cc1 → -1

From PubChem BioAssay
